# Bioassay records (PubChem)
# SENP8 block-1: blocks the human protease SENP8. inhibition, % at 10 µM. AID 2540. 1.2% of 330,000 active. purified SENP8, Z-RLRGG-aminoluciferin cleavage, luminescence. Q96LD8; in the data active = inhibition above about 50%
# Target sequence (Q96LD8 whole entry, looked up): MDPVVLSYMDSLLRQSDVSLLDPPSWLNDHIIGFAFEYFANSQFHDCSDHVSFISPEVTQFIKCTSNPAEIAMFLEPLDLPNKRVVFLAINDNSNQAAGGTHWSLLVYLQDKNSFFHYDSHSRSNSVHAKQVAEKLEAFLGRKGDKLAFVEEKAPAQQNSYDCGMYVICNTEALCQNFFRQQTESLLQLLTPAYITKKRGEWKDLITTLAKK
# SENP7 inh: blocks the human protease SENP7 | inhibition, % at 5 µM | 1.5% of 330,000 active | Q9BQF6 | recombinant SENP7, Z-RLRGG-aminoluciferin luminescence, 40 min;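 active = inhibition above about 50% at the single test dose, limit read from the data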;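 also: plate controls were DMSO with enzyme for no effect and no enzyme buffer wells for full effect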
# Target sequence (Q9BQF6 706-1050 limits assumed): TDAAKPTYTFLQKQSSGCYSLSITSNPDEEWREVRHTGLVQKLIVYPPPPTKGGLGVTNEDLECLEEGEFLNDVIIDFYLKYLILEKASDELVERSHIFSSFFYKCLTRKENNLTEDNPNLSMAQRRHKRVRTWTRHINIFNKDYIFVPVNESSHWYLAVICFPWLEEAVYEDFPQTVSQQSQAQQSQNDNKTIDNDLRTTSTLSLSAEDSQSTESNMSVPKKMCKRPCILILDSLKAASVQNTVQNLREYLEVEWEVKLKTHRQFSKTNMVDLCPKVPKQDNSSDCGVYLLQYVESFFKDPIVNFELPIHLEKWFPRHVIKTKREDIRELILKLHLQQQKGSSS
# Apaf-1 inh: human Apaf-1 inhibition; O14727; reconstituted apoptosome caspase-3 activity, DEVD-Rh110 fluorescence; inhibition, % at 20 µM; 0.71% of 330,000 active; AID 489030; active = inhibition of at least 40% at 20 µM;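 also: plate controls were DMSO wells for no effect and DEVD-CHO caspase inhibitor wells for full effect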
#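 System – cell-free apoptosome with Apaf-1, procaspase-3 and caspase-9 · Buffer or medium – pH 7.5 Hepes buffer with CHAPS, BSA, DTT · Also added – cytochrome c with DEVD-Rh110 · Times – 30 min compound preincubation, 50 min activation, room temperature · Technique – Rh110 fluorescence intensity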
# SENP8 block-2: blocks human SENP8 cleavage of Nedd8 substrate; Q96LD8; recombinant SENP8, Nedd8 substrate fluorescence; inhibition, % at 20 µM; 0.64% of 360,000 active; AID 602440; in the data active = inhibition mostly above about 40%, no sharp cut-off; inactive = mostly below about 27%
# HKDC1 inh: inhibitors of human hexokinase HKDC1; Q2TB90; recombinant HKDC1, G6PDH/diaphorase resazurin coupled fluorescence; inhibition, % at 20 µM; 0.16% of 340,000 active; AID 493160;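 active = inhibition above about 35% when tested at 20 µM, limit read from the data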;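 also: plate controls were DMSO wells with enzyme for no effect and DMSO wells lacking enzyme for full effect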
#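 Test system: recombinant HKDC1 (HK5) hexokinase enzyme, produced in-house; Amount: enzyme 5 µg/mL final; Buffer or medium: Tris pH 8.0 buffer with MgCl2, Tween-20, BSA, BME; Reagent: glucose and ATP substrates; Doses: 20 µM test compound, 1% DMSO; Incubation: 90 min reaction incubation at room temperature, dark; Detection: resorufin fluorescence at 613 nm.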
# SENP6 block: inhibitors of human SENP6 protease; inhibition, % at 10 µM; AID 2599; Q9GZR1; 1.8% of 330,000 active; Recombinant SENP6 catalytic domain, aminoluciferin luminescence;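 active = inhibition above about 50% at the single tested dose, limit read from the data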;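 also: plate controls were DMSO wells with enzyme for no effect and DMSO wells lacking enzyme for full effect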
# Target sequence (Q9GZR1 628-1112 limits assumed): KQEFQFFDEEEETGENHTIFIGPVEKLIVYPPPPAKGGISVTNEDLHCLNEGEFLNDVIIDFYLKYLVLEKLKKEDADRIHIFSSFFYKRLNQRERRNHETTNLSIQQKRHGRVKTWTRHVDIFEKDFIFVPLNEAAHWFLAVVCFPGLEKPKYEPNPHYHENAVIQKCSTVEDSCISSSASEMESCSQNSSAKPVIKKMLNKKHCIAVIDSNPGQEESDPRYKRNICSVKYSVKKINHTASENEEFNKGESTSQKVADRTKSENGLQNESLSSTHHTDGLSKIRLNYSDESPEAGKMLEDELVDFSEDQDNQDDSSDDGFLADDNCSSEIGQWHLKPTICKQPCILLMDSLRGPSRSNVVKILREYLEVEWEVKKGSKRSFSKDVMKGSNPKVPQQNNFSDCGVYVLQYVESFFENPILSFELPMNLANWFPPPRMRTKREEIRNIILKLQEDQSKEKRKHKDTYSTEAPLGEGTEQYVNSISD
# SENP1 inh: blocks the human SENP1 SUMO protease catalytic domain | inhibition, % at 10 µM | 0.21% of 360,000 active | recombinant SENP1 catalytic domain, CyPet-SUMO1-YPet FRET cleavage;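 active = inhibition at least 30% at 10 µM, raw YFP signal under a set limit, fluorescence ratio 0.5 to 1.5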;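 also: 0% = enzyme with DMSO and 100% = no enzyme wells; some results filed as inactive read as strong as hits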
#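 Controls: no-enzyme wells low, DMSO-plus-enzyme wells high control. Test system: human recombinant His6-tagged SENP1 catalytic domain enzyme. Reagent: SFCypet-SUMO1-SFYpet FRET protein substrate, 25 nM final. Doses: one dose per compound, 10 µM, 0.5% DMSO. Detection: FRET, CFP and YFP emission. Timing: 50 min reaction at room temperature.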
# PfGluPho inh: PfG6PD (Plasmodium falciparum) enzyme inhibition; PfGluPho enzyme, NADPH resazurin-diaphorase fluorescence; inhibition, % at 20 µM; 0.78% of 350,000 active; AID 504690;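 active = inhibition reaching at least a set limit at 20 µM in the primary screen, cut at about 59% in these data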;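 also: 0% = DMSO wells with substrate and 100% = DMSO wells lacking glucose-6-phosphate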
# * = called active by the depositor; x = not tested or not shown.
SMILES,SENP8 block-1,SENP7 inh,Apaf-1 inh,SENP8 block-2,HKDC1 inh,SENP6 block,SENP1 inh,PfGluPho inh
CCOC(=O)N1CCN(c2c(NCC3CCCO3)c(=O)c2=O)CC1 (stereo unspecified),0,-2,3,8,2,-5,2,-10
C#CCOCCOCCOCCNc1nc(N2CCN(C(=O)CCCCCCCCCCNC(=O)Cn3cc(CCCCCN)nn3)CC2)nc(N2CCN(C(=O)CCCCCCCCCCNC(=O)Cn3cc(C[C@@H](C)O)nn3)CC2)n1,6,3,71*,11,-6,-27,1,8
Cc1ccc(C(=O)COC(=O)c2ccc(Br)o2)cc1C,0,6,15,28,3,-11,0,2
Cc1ccnc(NC(=O)CCC(=O)N(CC(=O)NCc2ccccc2)Cc2cccs2)c1,-8,-4,3,20,-6,-12,3,1
COc1cc(OC)cc(-c2nc3ccccc3c(=O)o2)c1,-6,-5,6,14,-12,-12,0,-15
Cc1cc(Nc2ccc(Cl)cc2)nc(N)n1,-2,4,-11,1,-3,9,-1,63*
COc1ccc(N(C)S(=O)(=O)c2ccc3c(c2)oc(=O)n3C)cc1,1,-1,1,-1,3,-1,2,-6
Nn1c(SCC(=O)NCCc2ccc(S(N)(=O)=O)cc2)nnc1C1CCCCC1,1,-1,-8,8,-6,4,2,18
Cc1nnc2n1NC(c1ccc(Cl)cc1)C(C(=O)N(C)C1CCCCC1)S2 (stereo unspecified),-6,1,0,20,3,-29,-1,-13
Cc1ccc2cc(C(c3nnnn3C3CCCC3)N3CCN(c4ccc(F)cc4)CC3)c(=O)[nH]c2c1 (stereo unspecified),-12,-6,30,-24,-2,-5,-12,-6
CC(C)(c1ccccc1)c1ccc(OCCn2cnc3ccccc3c2=O)cc1,-7,6,19,2,3,1,-2,41
COC(=O)c1ccc(/C=C(\C#N)C(=O)NC(C)c2ccccc2)cc1 (stereo unspecified),3,3,28,-6,1,-3,0,15

# Laid out differently: results already given
molecule	SENP8 block-1	SENP7 inh	Apaf-1 inh	SENP8 block-2	HKDC1 inh	SENP6 block	SENP1 inh	PfGluPho inh
Cc1nnc2n1NC(c1ccc(Cl)cc1)C(C(=O)N(C)C1CCCCC1)S2 (stereo unspecified)	-6	1	0	20	3	-29	-1	-13
Cc1cc(Nc2ccc(Cl)cc2)nc(N)n1	-2	4	-11	1	-3	9	-1	63*
COc1ccc(N(C)S(=O)(=O)c2ccc3c(c2)oc(=O)n3C)cc1	1	-1	1	-1	3	-1	2	-6
Nn1c(SCC(=O)NCCc2ccc(S(N)(=O)=O)cc2)nnc1C1CCCCC1	1	-1	-8	8	-6	4	2	18
Cc1ccc2cc(C(c3nnnn3C3CCCC3)N3CCN(c4ccc(F)cc4)CC3)c(=O)[nH]c2c1 (stereo unspecified)	-12	-6	30	-24	-2	-5	-12	-6
C#CCOCCOCCOCCNc1nc(N2CCN(C(=O)CCCCCCCCCCNC(=O)Cn3cc(CCCCCN)nn3)CC2)nc(N2CCN(C(=O)CCCCCCCCCCNC(=O)Cn3cc(C[C@@H](C)O)nn3)CC2)n1	6	3	71*	11	-6	-27	1	8

# New compounds follow:
SMILES,SENP8 block-1,SENP7 inh,Apaf-1 inh,SENP8 block-2,HKDC1 inh,SENP6 block,SENP1 inh,PfGluPho inh
CC(=O)c1ccc(N2CCN(S(=O)(=O)c3csc(C(N)=O)c3)CC2)cc1,0,-1,-3,-86,-2,-2,2,18
O=c1[nH]nc(-c2n[nH]c(=O)o2)o1,x,x,x,-2,-8,x,2,19
CCN1CCN(C(CNS(=O)(=O)c2ccccc2)c2cccnc2)CC1 (stereo unspecified),10,10,6,11,3,-11,-1,-10
Cc1ccc(C(=O)N/C(=C/c2ccco2)C(=O)NCCc2c[nH]c3ccccc23)cc1C,3,10,9,-11,-8,2,-4,3
CC(=O)c1cc(-c2ccccc2)n(CC(=O)Nc2cccc(C)c2)c1C,1,6,2,13,-9,6,1,-2
CC(C)(C)N(Cc1ccccc1)C(=O)CN1C(=O)c2ccccc2C1=O,-14,-2,7,11,-4,-6,1,-4
O=C(CN1CCN(c2ccccc2O)CC1)NC(=O)NCc1ccccc1,5,10,5,3,7,-1,0,8
CCCC(O)(CCC)C(=O)NN(C(=O)OC)c1ccccc1,x,x,x,9,-11,x,1,-16
CCc1ccc(OC)c(S(=O)(=O)Nc2ccc(Cc3ccncc3)cc2)c1,-3,2,27,8,3,19,2,-2
CCN(CC(=O)c1c(N)n(C)c(=O)n(C)c1=O)c1cccc2ccccc12,54*,29,3,-279,11,84*,-18,17
Cc1cc(C(=O)Nc2sc(C)c(C)c2C#N)no1,-12,-12,6,16,13,-17,-3,1
COc1ccc(C2C(C(=O)Nc3ccccc3OC)=C(C)Nc3ncnn32)cc1 (stereo unspecified),1,-2,-5,11,-3,-6,-15,-15
COc1ccccc1N1CCN(C2CCCN(C(=O)CN3CCCC3=O)C2)CC1 (stereo unspecified),5,-4,-10,-2,-7,-17,1,17
COc1ccc(-n2c(SC)nnc2-c2c[nH]c3ccccc23)cc1,-2,-4,6,16,-5,-12,3,-3
O=[N+]([O-])c1ccc(Oc2cnc3ccccc3n2)cc1,1,2,-1,14,-3,-4,-1,10
COCC1CCCC1OS(N)(=O)=O (stereo unspecified),-18,-12,7,6,-6,-13,2,-9
CCC(c1nnnn1Cc1ccc2c(c1)OCO2)N1CCN(CC)CC1 (stereo unspecified),2,4,-10,2,-12,-7,2,-7
CCOc1ccc(OCC)c(S(=O)(=O)n2cnc(C)c2)c1,-9,10,-14,7,-6,-18,2,0
CSCc1c(C(=O)N2CCCc3ccccc32)oc2ccccc12,0,-6,7,0,7,-22,-1,-4
Cc1ccc(C(=O)N/C(=C/C=C\c2ccccc2)C(=O)NCc2ccco2)cc1,0,-6,10,-30,-1,6,2,4
CC1(c2ccccc2Cl)NC(=O)N(CC(=O)Nc2ccc3c(c2)OCO3)C1=O (stereo unspecified),1,11,-1,9,-6,1,0,2
S=c1[nH]nc(-c2ccccc2)n1/N=C/C=C/c1ccco1,2,10,14,11,-6,1,3,31
Cc1ccc([C@@H]2[C@@H]3C(=O)N(c4ccccc4)C(=O)[C@@H]3[C@]3(C)C(=O)N(CC4CC4)CC(=O)N23)o1,5,1,7,7,-5,6,0,4
CC1(C)CC(=O)C2=C(C1)Oc1ncn(Cc3ccco3)c(=N)c1C2c1ccccc1 (stereo unspecified),-3,2,1,4,0,12,-2,-4
O=C(NCc1ccncc1)Nc1ccc(F)cc1,3,4,-1,29,1,-2,1,-5
CCC(NC(=O)Cn1cnc2c(=O)n(C)c(=O)n(C)c21)c1ccccc1 (stereo unspecified),4,0,4,13,-9,6,3,1
COc1ccc(-c2nc(CS(=O)CC(=O)NC3CCCCC3C)c(C)o2)cc1 (stereo unspecified),1,-4,-1,6,-4,7,2,-7
Cn1c(SCc2nc(-c3ccc(Cl)cc3)no2)nnc1-c1ccccc1,-9,-14,19,0,2,1,2,6
COC(=O)C1C2CC(C(Br)C2Br)C1C(=O)O (stereo unspecified),x,x,x,12,-8,x,1,1
C#CCOCCOCCOCCNc1nc(N2CCN(C(=O)CCCCCCCCCCNC(=O)[C@H](CO)n3cc(CCCSC)nn3)CC2)nc(N2CCN(C(=O)CCCCCCCCCCNC(=O)[C@H](CCCN=C(N)N)n3cc(C[C@@H](C)CC)nn3)CC2)n1,-8,1,45*,17,9,-61,0,56
Cc1ccccc1NC(=O)C1CC(=O)N(Cc2ccccc2)C1 (stereo unspecified),4,4,-14,10,-6,-9,1,-3
CCOC(=O)N1CCN(C(=O)c2ccc(N(Cc3ccccc3)S(C)(=O)=O)cc2)CC1,-3,2,8,9,13,-11,3,-7
COCCNC(=O)c1cc2cc(Br)cc(Br)c2oc1=O,-4,4,-3,-2,-2,-8,2,8
Cc1cc(NC(=O)C(C)SCC(=O)OC(C)C(=O)Nc2cccc(C#N)c2)no1 (stereo unspecified),-6,-7,-1,1,0,-17,1,-3
CCOc1ccc(C(C(=O)NCC2CCCO2)N(Cc2cccs2)C(=O)c2snc(C(N)=O)c2N)cc1 (stereo unspecified),1,4,9,-305,-11,0,-15,-16
CC1(C)NC(=O)N(CC(=O)OCc2cc(=O)n3cc(Br)ccc3n2)C1=O,-4,3,-25,-155,-2,-8,2,-9
O=C(O)c1cc(S(=O)(=O)NCC2CCCO2)ccc1Cl (stereo unspecified),5,10,10,10,-2,25,2,6
CC(OC(=O)CCCN=C1NS(=O)(=O)c2ccccc21)C(=O)Nc1ccc(F)cc1Cl (stereo unspecified),0,3,1,9,-5,-14,1,5
Cc1cc(S(=O)(=O)N2CCC3(CC2)OCCO3)c(C)cc1Cl,-1,15,13,1,-5,-11,-1,-5
O=C(NCCC1=CCCCC1)C1CCC(CNc2c(N3CCCCC3)c(=O)c2=O)CC1 (stereo unspecified),-10,-4,-5,22,1,-18,-1,7
Cc1cc(C)cc(OCCCC(=O)O)c1,-1,-9,-11,2,4,-6,-2,-3
O=C(CCNC(=O)c1ccccc1Cl)Nc1cc(C(F)(F)F)ccc1Cl,-6,-2,7,15,-8,-21,1,-2
CSCCC(NC(=O)c1ccc(Cl)cc1Cl)C(=O)N1CCN(C(=O)c2ccccc2)CC1 (stereo unspecified),x,x,x,17,-3,x,-2,-3
Cc1cc(O)c(/C=N/Nc2ccccc2Cl)c(=O)o1,74*,41,6,-106,-7,84*,7,1
COC(=O)c1cn(NC(=O)C2CCCCC2)c(=O)c2ccccc12,3,9,7,0,-4,7,-1,-3
Cc1cc2ccccc2c(=O)n1CC(=O)NC1CCCCCC1,-7,-2,-6,-114,-1,-8,2,-1
NS(=O)(=O)c1ccc(N/C=C\C(=O)c2ccncc2)cc1,-9,-4,-2,-109,-3,-26,-54,-14
Cc1csc(SCC(=O)Nc2nc(-c3ccccc3)cs2)n1,-15,10,19,11,11,-10,1,8
O=C(COC(=O)COc1ccc(Cl)cc1)NC1CCCCCC1,-13,12,5,7,-8,-7,3,-2
COc1cccc2c1OCC/C2=N\NC(=O)COc1ccc(C)cc1,-7,4,0,-121,-6,-5,2,3
CCn1c(SCC(=O)O)nnc1-c1cccnc1,0,-7,-7,16,-8,-20,-1,-20
Oc1ccccc1CN1CCC(C(O)(c2ccccc2)c2ccccc2)CC1,-2,0,-3,10,16,-31,2,-5
Cc1cccc(C(=O)N2CCc3cc(-c4nc(NC(=O)Cn5nnc6ccccc6c5=O)sc4C)ccc32)c1,-8,-10,7,x,x,-17,x,x
CCn1cc(C(=O)N[C@@H](CCSC)C(=O)NCCCN2CCOCC2)c(=O)c2cc3c(cc21)OCO3,-2,-1,4,-102,10,0,0,-18
COc1cccc(-n2c(=O)c3sccc3n(CC(=O)NC3CCCC3)c2=O)c1,4,-2,0,2,-4,21,1,-8
CCN(CC)c1ccc(C(=O)OCC(=O)Nc2cccc(S(=O)(=O)NC3=NCCCCC3)c2)cc1,-6,-3,22,-13,11,3,0,3
CCc1ccc2oc(C(=O)N3CCN(c4ccccc4OC)CC3)cc(=O)c2c1,-9,-5,11,11,-7,-25,1,1
CCOC(=O)c1cccc(NC(=O)C2CCN(S(=O)(=O)c3cccs3)CC2)c1,-12,-7,4,2,9,-17,1,-1
Cc1ccc(C(=O)Nn2cnc3scc(-c4cccs4)c3c2=O)c(O)c1,2,6,7,-12,15,0,-2,-72
COCC(C)n1c(SCc2ccc(C(=O)OC)cc2)nc2ccccc2c1=O (stereo unspecified),6,6,17,7,-3,-9,1,7
CCOC(=O)c1cnn(Cc2cccc(Cl)c2)c1C,-4,-1,4,6,-8,6,-1,2
